High-throughput results (PubChem BioAssay)
CendR NRP1 mod = alters CendR peptide binding to human NRP-1; O14786; FAM-RPARPAR peptide binding to NRP-1, fluorescence polarization; inhibition, % at 25 µM; 360,000 compounds, 0.85% hits; AID 602438;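 active = inhibition or corrected inhibition above about 18%, plus a signal ratio from 0.5 to 1.5, limit read from the data, passing the limit was not always enough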; note: strong numbers were not always called active
MLLE-PAM2 inh = inhibitors of microRNA-mediated deadenylation, human PABP1 MLLE binding; P11940; GST-MLLE / FITC-PAM2 fluorescence polarization; inhibition, % at 20 µM; 360,000 compounds, 0.36% hits; AID 588489; in the data active = inhibition above about 35%, passing the limit was not always enough;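 note: plate controls were DMSO wells with GST-MLLE for no effect and wells lacking GST-MLLE protein for full effect; some results filed as inactive read as strong as hits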
SKN-1 inh = blocks SKN-1 activity in C. elegans; 360,000 compounds, 0.49% hits; AID 624304; C. elegans VP596 Pgst-4::GFP/RFP ratio, acrylamide-induced, 24 h; inhibition, % at 21.8 µM;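 active = interference check ratio from 0.5 to 1.5 plus GFP to RFP signal ratio inhibition reaching or exceeding a fixed threshold, cut at about 30% in these data, passing the limit was not always enough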; note: some compounds called inactive have numbers as strong as hits
Rin1-Abl PPI inh = blocks binding of human Rin1 to Abl | inhibition, % at 7.35 µM | P00519+Q13671 | TR-FRET Rin1/Abl binding, biochemical | AID 588664 | 360,000 compounds, 0.4% hits; in the data active = inhibition above about 5%, passing the limit was not always enough
Target sequence (P00519 whole entry, looked up): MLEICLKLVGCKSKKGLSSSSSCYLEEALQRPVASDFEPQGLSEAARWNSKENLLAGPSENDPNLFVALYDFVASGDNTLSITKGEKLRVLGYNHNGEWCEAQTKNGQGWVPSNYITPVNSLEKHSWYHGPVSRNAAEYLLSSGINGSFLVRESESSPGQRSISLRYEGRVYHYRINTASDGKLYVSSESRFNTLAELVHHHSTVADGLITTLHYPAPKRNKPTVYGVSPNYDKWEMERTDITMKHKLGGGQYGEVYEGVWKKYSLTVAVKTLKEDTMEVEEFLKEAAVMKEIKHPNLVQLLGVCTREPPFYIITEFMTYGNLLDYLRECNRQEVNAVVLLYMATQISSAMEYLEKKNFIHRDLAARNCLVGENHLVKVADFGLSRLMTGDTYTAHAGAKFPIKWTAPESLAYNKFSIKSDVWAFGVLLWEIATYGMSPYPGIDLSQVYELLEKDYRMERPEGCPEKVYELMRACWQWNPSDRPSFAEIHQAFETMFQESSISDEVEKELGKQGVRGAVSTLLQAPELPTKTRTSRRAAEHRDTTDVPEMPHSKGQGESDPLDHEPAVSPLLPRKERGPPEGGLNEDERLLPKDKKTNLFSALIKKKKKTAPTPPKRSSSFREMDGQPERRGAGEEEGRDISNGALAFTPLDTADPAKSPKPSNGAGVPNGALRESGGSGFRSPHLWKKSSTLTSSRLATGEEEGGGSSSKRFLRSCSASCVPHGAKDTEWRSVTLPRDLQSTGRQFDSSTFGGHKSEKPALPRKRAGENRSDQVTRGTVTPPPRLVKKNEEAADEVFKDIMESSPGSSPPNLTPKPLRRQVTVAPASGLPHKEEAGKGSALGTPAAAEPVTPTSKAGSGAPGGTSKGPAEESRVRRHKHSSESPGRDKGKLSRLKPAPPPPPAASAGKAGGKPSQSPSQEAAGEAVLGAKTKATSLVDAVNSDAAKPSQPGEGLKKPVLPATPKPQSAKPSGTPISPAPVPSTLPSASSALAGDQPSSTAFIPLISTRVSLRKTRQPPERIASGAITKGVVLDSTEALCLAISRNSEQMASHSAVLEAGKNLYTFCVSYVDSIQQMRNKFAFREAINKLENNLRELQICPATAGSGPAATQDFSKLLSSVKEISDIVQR
Target sequence (Q13671 whole entry, looked up): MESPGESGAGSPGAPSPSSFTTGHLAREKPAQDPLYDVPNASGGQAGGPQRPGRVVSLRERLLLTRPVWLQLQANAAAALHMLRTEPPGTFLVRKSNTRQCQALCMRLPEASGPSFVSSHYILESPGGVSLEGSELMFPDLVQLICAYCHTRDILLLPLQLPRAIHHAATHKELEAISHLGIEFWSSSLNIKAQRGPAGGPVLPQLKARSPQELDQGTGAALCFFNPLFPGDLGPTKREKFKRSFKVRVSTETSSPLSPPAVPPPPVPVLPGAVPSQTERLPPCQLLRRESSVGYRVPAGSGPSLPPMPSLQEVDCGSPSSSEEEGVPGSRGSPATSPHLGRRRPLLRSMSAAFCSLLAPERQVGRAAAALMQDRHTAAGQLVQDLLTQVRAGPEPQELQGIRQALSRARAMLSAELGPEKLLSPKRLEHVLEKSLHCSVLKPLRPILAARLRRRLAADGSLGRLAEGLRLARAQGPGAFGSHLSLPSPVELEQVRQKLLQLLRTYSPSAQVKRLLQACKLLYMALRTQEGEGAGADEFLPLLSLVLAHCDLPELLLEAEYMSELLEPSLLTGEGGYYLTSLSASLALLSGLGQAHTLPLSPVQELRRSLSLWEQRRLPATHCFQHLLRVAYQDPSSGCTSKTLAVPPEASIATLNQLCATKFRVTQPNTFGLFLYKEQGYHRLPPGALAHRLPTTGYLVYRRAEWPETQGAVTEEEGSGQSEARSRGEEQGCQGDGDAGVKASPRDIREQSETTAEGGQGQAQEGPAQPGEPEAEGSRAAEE
MT1-MMP act inh = blocks activation of human MT1-MMP. P50281. HT1080 RFP-PRO-GFP cells, GFP/RFP ratio fluorescence, overnight; percent of plate control window, DMSO zero. GFP/RFP ratio change, % at 20 µM. 360,000 compounds, 0.061% hits. AID 651647;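 active = GFP/RFP ratio change of at least 30% with cell ATP level not reduced by more than half and red fluorescence within 50% of control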; note: strong numbers were not always called active
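system = RFP-PRO-GFP reporter HT1080 cells | dosing = 20 µM single dose, 1% DMSO | timing = overnight cell settling, then overnight compound exposure, 37 °C, 5% CO2 | read-out basis = GFP/RFP fluorescence ratio | controls = DMSO and RFP-L50D-GFP cell wells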
bovine MsrA act = bovine methionine sulfoxide reductase A activation. purified bovine MsrA, absorbance read-out. 360,000 compounds, 0.3% hits. AID 602163. activation, % at 10.6 µM; in the data active = activation above about 7.5%;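 note: 0% = vehicle and 100% = reference activator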
E coli Lon inh = E. coli protease La inhibition; inhibition, % at 7.94 µM; P0A9M0; purified E. coli Lon protease, fluorescence polarization; 360,000 compounds, 0.42% hits; AID 602123; in the data active = inhibition above about 13%, passing the limit was not always enough;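 note: 0% = enzyme with probe and DMSO and 100% = no enzyme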
FAS-TE inh = blocks the thioesterase domain of human fatty acid synthase; recombinant FAS-TE, OMFH fluorogenic substrate, fluorescence endpoint; inhibition, % at 15 µM; 360,000 compounds, 0.67% hits; AID 602261;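 active = compounds whose normalised, plate-corrected inhibition of enzyme fluorescence in the single-dose primary screen is 50% or more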;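 note: 0% = DMSO with enzyme and 100% = substrate without enzyme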
Neddylation inh = blocks human cullin neddylation. TR-FRET cullin neddylation, biochemical. calls only at 25 µM. 360,000 compounds, 0.58% hits; in the data active = inhibition above about 36%
* = called active by the depositor; i = inactive; x = no result given.

No.	smiles	CendR NRP1 mod	MLLE-PAM2 inh	SKN-1 inh	Rin1-Abl PPI inh	MT1-MMP act inh
1	CC(C)(CNS(=O)(=O)c1cccs1)N1CCOCC1	-2	11	-1	1	1
2	C/C(=N\NC(=S)NC1CCCCC1)c1ccc(C)o1	-3	-11	-10	0	4
3	CC1=NN(c2ccccc2)C(=O)/C1=C\c1cc(C)n(C)c1C	15	2	8	-7	8
4	CCOC(=O)NC(=O)C(=CNNc1ncc(C(F)(F)F)cc1Cl)C(=O)NC(=O)OCC	-8	14	-7	1	3
5	CCCN1CCC(=NNC(=O)c2ccc(Br)o2)CC1	7	9	-4	4	8
6	CC(OC(=O)c1cc2sccc2n1C)C(=O)NCc1ccc2c(c1)OCO2 (stereo not drawn)	-13	12	-7	2	1
7	COc1cc(Cn2c(-c3ccc(O)c(OC)c3)nc3ccccc32)ccc1O	11	2	-8	-5	-4
8	COc1cccc(-n2c(SCC(=O)NCC3CCCO3)nc3c([nH]c4ccccc43)c2=O)c1 (stereo not drawn)	22	21	6	-6	-9

No.	bovine MsrA act	E coli Lon inh	FAS-TE inh	Neddylation inh
1	-3	11	-4	i
2	-6	12	6	i
3	-3	-3	-2	i
4	-9	-5	-2	i
5	-2	-11	-6	i
6	2	14	4	i
7	-10	4	-2	i
8	-3	-2	1	i

Further compounds:
No.	smiles	CendR NRP1 mod	MLLE-PAM2 inh	SKN-1 inh	Rin1-Abl PPI inh	MT1-MMP act inh
9	O=C1OC(CCl)CN1Cc1ccc([N+](=O)[O-])cc1 (stereo not drawn)	-12	3	-10	-5	3
10	CCCCC[C@H]1CN(Cc2ccc(OC)cc2)C(=O)[C@@H]1CC(=O)NCc1ccccc1	-1	6	4	6	-1
11	O=C1C2CC=CCC2C(=O)N1c1n[nH]c(CCc2ccccc2)n1 (stereo not drawn)	8	-9	5	-2	-2
12	NC(=O)C1CCCN(CCc2ccccc2)C1 (stereo not drawn)	-3	8	-5	-3	4
13	CN1CCN(C(=O)c2cc3nc(-c4ccccc4)cc(C(F)(F)F)n3n2)CC1	10	8	1	-2	3
14	Cn1c(SCC(=O)NCc2ccco2)nnc1-c1c[nH]c2ccccc12	3	-28	23	-1	3
15	CCCc1nc2ccccc2c2nc(N)nn12	13	19	13	-1	2
16	CNC(=O)c1cc2cc(Br)ccc2s1	4	-11	8	-3	3

No.	bovine MsrA act	E coli Lon inh	FAS-TE inh	Neddylation inh
9	-4	7	-1	i
10	-6	2	27	i
11	0	-5	0	i
12	-4	-5	-9	i
13	-6	-14	-2	i
14	1	0	-2	i
15	-3	-5	-8	i
16	-3	14	4	i

Other results follow:
No.	smiles	CendR NRP1 mod	MLLE-PAM2 inh	SKN-1 inh	Rin1-Abl PPI inh	MT1-MMP act inh
17	CCc1nc2ccccc2n1CC(=O)N1CCN(S(=O)(=O)c2cccc(C(F)(F)F)c2)CC1	-1	6	4	0	-1
18	O=C(N/N=C/c1ccccn1)c1cc(-c2ccc(Cl)cc2)nc2ccccc12	-9	-3	3	-1	1
19	COc1ccc(N(CC(=O)N2CCN(C)CC2)S(C)(=O)=O)cc1OC	1	12	-11	4	-2
20	CCN(CC)S(=O)(=O)C1CCS(=O)(=O)C1 (stereo not drawn)	19	1	-28	6	2
21	Cn1cnnc1Sc1cc(N2CCN(S(=O)(=O)c3ccccc3)CC2)ccc1[N+](=O)[O-]	15	-12	2	-11	1
22	Cc1ccc2c(c1)N(CCC(=O)NC(C)C)C(=O)CO2	5	-8	5	3	-3
23	Cc1ccc(S(=O)(=O)N[C@H](C(=O)N2CCC(C(=O)NCC(=O)O)CC2)C(C)C)cc1	1	7	-13	3	-2
24	CCOc1ccc(Cn2c(SCCCCC#N)nc3c2c(=O)n(C)c(=O)n3C)cc1OCC	12	44*	-8	5	-4

No.	bovine MsrA act	E coli Lon inh	FAS-TE inh	Neddylation inh
17	2	-3	-1	i
18	-3	-1	19	i
19	-9	-2	-11	i
20	1	-6	-3	i
21	-4	-1	6	i
22	2	-6	-4	i
23	-8	-2	-3	i
24	-4	-3	11	i

(cont.)
No.	smiles	CendR NRP1 mod	MLLE-PAM2 inh	SKN-1 inh	Rin1-Abl PPI inh	MT1-MMP act inh
25	O=C(NC1CCCc2ccccc21)c1ccccc1OC(F)F (stereo not drawn)	-5	0	1	0	-1
26	CCn1c(COc2cccc(C)c2C)nnc1SCC(=O)Nc1cc(C)on1	-6	-10	7	3	0
27	Cc1ccc(C(=O)CC(=O)c2ccc(C)cc2O)cc1	1	1	16	1	-5
28	Cc1c(Cl)cccc1NS(=O)(=O)c1cn(C)c(=O)n(C)c1=O	4	4	-6	-4	-1
29	COCCNC(=O)c1noc2c1CCc1cc(OC)ccc1-2	5	-6	4	-4	6
30	COCCn1c(SCC(=O)Nc2ccc(Cl)c(S(=O)(=O)N(C)C)c2)nc2ccccc21	4	-1	2	1	6
31	CCN1CCCC1CNC(=O)c1ccc2c(c1)NC(=O)/C(=C\c1ccc(C)cc1)S2 (stereo not drawn)	-7	16	6	-4	-1
32	COC(CNC(=O)CCCn1nnnc1CN1CCOCC1)c1cccs1 (stereo not drawn)	22	-14	21	-1	2

No.	bovine MsrA act	E coli Lon inh	FAS-TE inh	Neddylation inh
25	-3	-7	0	i
26	5	-2	0	i
27	-2	7	9	i
28	0	-1	-2	i
29	1	0	-3	i
30	0	-3	12	i
31	-3	-9	-20	i
32	0	-7	-8	i

Next compounds:
No.	smiles	CendR NRP1 mod	MLLE-PAM2 inh	SKN-1 inh	Rin1-Abl PPI inh	MT1-MMP act inh
33	c1ccc(-c2nnc3ccc(N4CCCC4)nn23)cc1	-5	21	-2	-1	0
34	C=CCOc1nc2c(c(=O)n(C)c(=O)n2C)n1Cc1c(Cl)cccc1Cl	8	5	-28	1	7
35	C/C=C/c1ccc(Oc2nnnn2-c2ccc(C(=O)O)cc2)c(OC)c1	-7	7	8	-2	-2
36	Cc1ccc(C(=O)OCC(=O)NNC(=O)c2cccs2)c(O)c1	-9	-13	5	4	-3
37	CN1CCN(C(=S)c2cn(CCOc3ccccc3)c3ccccc23)CC1	11	11	3	1	-1
38	O=C(NCCc1c[nH]c2ccccc12)c1ccc(Cl)cc1	-1	-1	-9	-1	0
39	COc1ccc([N+](=O)[O-])cc1NC(=O)CSc1nccc(C)n1	-20	4	15	-3	3
40	CC12CN3CCN(CC(C3)C1(O)CN1CCOCC1)C2 (stereo not drawn)	11	-5	-6	0	-21

No.	bovine MsrA act	E coli Lon inh	FAS-TE inh	Neddylation inh
33	-3	-1	-4	i
34	1	-8	-5	i
35	-3	6	0	i
36	-3	-7	-5	i
37	-8	7	-1	i
38	-1	9	5	i
39	-2	-4	5	i
40	-6	-4	-3	i

Continued.
No.	smiles	CendR NRP1 mod	MLLE-PAM2 inh	SKN-1 inh	Rin1-Abl PPI inh	MT1-MMP act inh
41	COC(=O)C[C@@H]1C=C[C@@H](NC(=O)c2ccc3c(c2)OCO3)[C@@H](CO)O1	1	x	-9	x	5
42	Oc1ccccc1C1N=C(c2ccccc2)NC(c2ccccc2)=N1	-7	-5	0	-5	2
43	CCOC(=O)c1ccc(Oc2nc(N(C)C)nc(N(C)C)n2)cc1	-1	3	2	-1	7
44	CC1CN(Cc2ccco2)C(=S)N(c2ccccc2)C1=O (stereo not drawn)	4	13	2	-2	-7
45	Cn1c(CN2CCOCC2)nnc1SCC(=O)Nc1cc(Cl)ccc1Cl	-18	4	5	3	-1
46	CC1(C)CC(Nc2ccc(Nc3ccccc3)cc2)CC(C)(C)N1	-2	23	-7	-5	-3
47	C[C@H]1CN=C(Nc2ccccc2)N1CCC1CCCC1	-7	-5	18	-3	8
48	O=C(NN=CC=Cc1ccccc1)C(O)C(O)C(=O)NN=CC=Cc1ccccc1 (stereo not drawn)	7	2	-7	0	-17

No.	bovine MsrA act	E coli Lon inh	FAS-TE inh	Neddylation inh
41	x	x	x	i
42	-2	-4	-2	i
43	-4	0	6	i
44	-13	-13	-2	i
45	-1	-9	-7	i
46	-3	1	0	i
47	-3	9	-3	i
48	-13	-22	-1	i

Entries listed so far with an aryl methoxy group, in the order listed:
No.	smiles	CendR NRP1 mod	MLLE-PAM2 inh	SKN-1 inh	Rin1-Abl PPI inh	MT1-MMP act inh
7	COc1cc(Cn2c(-c3ccc(O)c(OC)c3)nc3ccccc32)ccc1O	11	2	-8	-5	-4
8	COc1cccc(-n2c(SCC(=O)NCC3CCCO3)nc3c([nH]c4ccccc43)c2=O)c1 (stereo not drawn)	22	21	6	-6	-9
10	CCCCC[C@H]1CN(Cc2ccc(OC)cc2)C(=O)[C@@H]1CC(=O)NCc1ccccc1	-1	6	4	6	-1
19	COc1ccc(N(CC(=O)N2CCN(C)CC2)S(C)(=O)=O)cc1OC	1	12	-11	4	-2
29	COCCNC(=O)c1noc2c1CCc1cc(OC)ccc1-2	5	-6	4	-4	6
35	C/C=C/c1ccc(Oc2nnnn2-c2ccc(C(=O)O)cc2)c(OC)c1	-7	7	8	-2	-2
39	COc1ccc([N+](=O)[O-])cc1NC(=O)CSc1nccc(C)n1	-20	4	15	-3	3

No.	bovine MsrA act	E coli Lon inh	FAS-TE inh	Neddylation inh
7	-10	4	-2	i
8	-3	-2	1	i
10	-6	2	27	i
19	-9	-2	-11	i
29	1	0	-3	i
35	-3	6	0	i
39	-2	-4	5	i

(continued)
No.	smiles	CendR NRP1 mod	MLLE-PAM2 inh	SKN-1 inh	Rin1-Abl PPI inh	MT1-MMP act inh
49	CN(CCCC(=O)Nc1ccc(OC(F)F)cc1)S(=O)(=O)c1ccc(F)cc1	9	-4	-5	-3	-1
50	O=C(COc1ccccc1)Nc1nc2cc3c(cc2s1)OCO3	2	9	-13	3	3
51	CCc1noc(C)c1C(=O)N1CCCC(C(=O)c2cc(F)ccc2OC)C1 (stereo not drawn)	-2	-6	-8	0	0
52	Cc1ccc(S(=O)(=O)NC(=NC(Cc2ccccc2)C(=O)O)c2ccccc2)cc1 (stereo not drawn)	2	-3	0	-2	0
53	COCCC1CCCCN1C(=O)c1cc(COc2ccc(-n3cncn3)cc2)on1 (stereo not drawn)	0	-15	-4	0	12
54	COc1ccc(C2=NS(=O)(=O)N(C)C(C(=O)NCc3ccccn3)=C2)cc1OC	-10	12	12	0	-1
55	O=C(OCN1C(=O)C(=O)c2ccccc21)c1ccc(Cl)cc1	-2	7	4	-1	0

No.	bovine MsrA act	E coli Lon inh	FAS-TE inh	Neddylation inh
49	-2	-2	6	i
50	-5	-2	-1	i
51	-5	-12	-4	i
52	-1	3	-5	i
53	-6	6	-6	i
54	-2	-2	5	i
55	-3	-4	5	i
